# CHRM4 agonist = agonists of human muscarinic M4 receptor (CHRM4); P08173; CHO-K1 hM4/Gqi5, Fluo-8 calcium fluorescence; vehicle 0%, full acetylcholine response 100%; activation, % at 3 µM; hit rate 0.14% among 360,000;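 active = activation above the run mean over all test wells plus 3 SD, cut at about 32% in these data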;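 note: peak over basal fluorescence ratio per well then scaled between controls; 0% = DMSO wells and 100% = acetylcholine at EC100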
# Target sequence (P08173 whole entry, looked up): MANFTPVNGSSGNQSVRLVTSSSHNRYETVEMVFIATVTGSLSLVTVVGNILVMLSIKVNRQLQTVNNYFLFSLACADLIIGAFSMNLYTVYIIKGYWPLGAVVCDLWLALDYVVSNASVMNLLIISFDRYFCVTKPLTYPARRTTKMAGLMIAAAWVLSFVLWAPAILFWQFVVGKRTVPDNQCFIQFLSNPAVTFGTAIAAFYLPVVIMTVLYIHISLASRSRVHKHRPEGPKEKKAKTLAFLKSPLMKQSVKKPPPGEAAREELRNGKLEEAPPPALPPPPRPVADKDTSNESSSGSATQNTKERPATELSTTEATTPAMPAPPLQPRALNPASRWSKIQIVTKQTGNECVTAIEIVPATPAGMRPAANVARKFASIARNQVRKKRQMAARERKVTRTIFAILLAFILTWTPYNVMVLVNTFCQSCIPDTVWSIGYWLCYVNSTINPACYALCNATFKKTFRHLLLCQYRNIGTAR
# CHRM5 antagonist = blocks acetylcholine activation of human M5 receptor; inhibition, % at 3 µM; CHO-hM5 cells, Fluo-8 calcium fluorescence, ACh EC80; hit rate 0.59% among 360,000;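 active = inhibition above a per-plate cutoff, the mean of that plate's test compounds plus 3 SD, cut at about 27% in these data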;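 note: 0% = acetylcholine EC80 with DMSO and 100% = DMSO without agonist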
# Target sequence (P08912 whole entry, looked up): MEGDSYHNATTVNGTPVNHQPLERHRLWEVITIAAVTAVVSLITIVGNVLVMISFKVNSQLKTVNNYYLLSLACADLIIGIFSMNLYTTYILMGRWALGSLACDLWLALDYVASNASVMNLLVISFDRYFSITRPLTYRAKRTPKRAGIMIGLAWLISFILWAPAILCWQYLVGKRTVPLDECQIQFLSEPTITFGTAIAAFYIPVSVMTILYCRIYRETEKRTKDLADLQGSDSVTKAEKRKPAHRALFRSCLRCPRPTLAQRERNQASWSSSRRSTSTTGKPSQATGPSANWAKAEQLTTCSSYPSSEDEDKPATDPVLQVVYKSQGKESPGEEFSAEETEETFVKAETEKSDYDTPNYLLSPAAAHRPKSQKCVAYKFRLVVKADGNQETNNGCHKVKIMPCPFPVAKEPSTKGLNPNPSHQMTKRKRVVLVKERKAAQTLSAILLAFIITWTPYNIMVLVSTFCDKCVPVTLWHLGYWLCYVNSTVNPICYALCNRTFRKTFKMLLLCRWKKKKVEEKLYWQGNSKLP
# M1 antag = antagonists of human M1 muscarinic receptor | CHO-K1 hM1, Fluo-8 calcium fluorescence, ACh EC80 antagonist | P11229 | inhibition, % at 3 µM | hit rate 1.3% among 360,000;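 active = percent inhibition above its own plate's cutoff, namely the mean of that plate's compound wells plus 3 SD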;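 note: peak over basal fluorescence ratio during 140 s after agonist addition; 0% = ACh EC80 plus DMSO and 100% = DMSO alone without agonist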
# CHRM1 PAM = human CHRM1 positive allosteric modulation; activation, % at 3 µM; hit rate 0.088% among 360,000; CHO-K1 hM1, Fluo-8 calcium fluorescence, ACh EC20; 0% = ACh EC20, 100% = maximal ACh; P11229; in the data active = activation above about 19%, passing the limit was not always enough
# M4 PAM = potentiates acetylcholine response at human M4 receptor | CHO-K1 hM4/Gqi5, Fluo-8 calcium fluorescence, ACh EC20; 0% = ACh EC20, 100% = maximal ACh | hit rate 0.4% among 360,000 | activation, % at 3 µM;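 active = activation above its plate's cutoff, the mean activation of sample wells plus 3 SD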; note: some results filed as inactive read as strong as hits
# CHRM5 agonist = CHRM5 agonism in calcium assay | P08912 | CHO-K1 hM5 cells, Fluo-8 calcium fluorescence; 0% DMSO wells, 100% maximal acetylcholine response | activation, % at 3 µM | hit rate 0.19% among 360,000 | AID 624037;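 active = activation above the run's mean over test compounds plus 3 SD, cut at about 23% in these data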;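 note: signal is peak over basal fluorescence ratio across the kinetic read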
# CHRM5 PAM = potentiates acetylcholine response at human M5 receptor | activation, % at 3 µM | CHO-K1 hM5, Fluo-8 calcium, ACh EC20 PAM; 0% = ACh EC20, 100% = ACh EC100 | hit rate 0.3% among 360,000 | AID 624038 | P08912;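 active = activation above the run cutoff, the mean activation of all test compounds plus 3 SD, cut at about 18% in these data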
#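 system = human M5 receptor in CHO-K1 cells | reagent = EC20 acetylcholine as agonist stimulus | compound dosing = single-point, 3 µM nominal | incubation = Fluo-8 loading 80 min at 37 °C plus 30 min room temperature | detection = Fluo-8 calcium dye fluorescence, kinetic read | benchmarks = low control EC20 acetylcholine (0%), high control EC100 acetylcholine (100%)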
# CRFBP-R2 agonist = CRF-BP/CRF-R2 complex agonism; HEK293 CRF-R2/CRF-BP, calcium dye fluorescence (FLIPR); percent of saturating CRF peptide response; activation, % at 13.2 µM; hit rate 0.46% among 350,000;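 active = activation of at least 50%, plus an integration ratio under a set limit after plate pattern correction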;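 note: plate controls were neutral control wells without compound for no effect and CRF at EC100 for full effect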
# CHRM4 antagonist = antagonists of human muscarinic M4 receptor (CHRM4) | inhibition, % at 3 µM | P08173 | CHO-hM4 cells, ACh EC80, Fluo-8 calcium fluorescence | hit rate 0.73% among 360,000 | AID 624125;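 active = inhibition above its plate's cutoff, the mean inhibition of sample wells plus 3 SD, cut at about 27% in these data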;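 note: 0% = acetylcholine EC80 with DMSO and 100% = DMSO without agonist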
# Numbers without * were called inactive; . = not tested or not shown; & = joins results of further samples. An unsorted share of the library (roughly 2.8% active in at least one column).
CHRM1 PAM	CHRM5 agonist	CHRM5 PAM	M1 antag	CRFBP-R2 agonist	compound	CHRM4 agonist	CHRM4 antagonist	CHRM5 antagonist	M4 PAM
8	4	5	-4	1.1	O=C(O)c1ccc(S(=O)(=O)NC2CCCCC2)cc1	0	5	-4	1
-14	1	-11	4	-4.5	CCC1CCCCN1C(=O)CSc1nnc(-c2cccc(Cl)c2)o1 (centres undefined)	4	11	1	-12
-3	-3	-5	13	3.9	C=CCC1(CC=C)CCCN1C(=O)c1cc(COc2ccccc2SC)on1	3	6	-15	-14
4	-1	0	2	1.0	O=C(COC(=O)c1ncc(Cl)c(Cl)c1Cl)NCc1ccccc1	0	-7	-4	17
-3	-3	-24	8	-2.6	CCC1CCC/C1=N\NC(=O)c1ccc(Cl)cc1 (centres undefined)	22	6	28*	-21
-9	24*	-3	1	-1.8	CCOC(=O)C1CCCN(c2cc(=O)n(Cc3ccc(F)cc3)c(=O)[nH]2)C1 (centres undefined)	4	4	-6	0
-2	3	-4	3	-2.3	CC1CC(=O)c2cnc(N3CCOCC3)nc2C1 (centres undefined)	1	-3	-5	4
5	0	4	1	0.3	CC(C)NC(=O)c1onc(CSc2ccccc2F)c1C(=O)O	-1	3	13	1
-1	0	2	2	-5.2	O=C1NC(=Nc2ccccc2)c2ccc([N+](=O)[O-])cc21	0	-1	-1	7
-1	-2	-5	4	0.6	COc1ccc(OC)c(NC(=O)CN(c2ccc(OC)c(Cl)c2)S(C)(=O)=O)c1	1	-12	-4	7
0	-2	-1	3	-1.0	Cc1ccc(NC(=O)CCNC(=O)c2ccco2)cc1F	0	4	13	3
2	-5	-1	5	-1.6	COC(=O)CSc1nc2[nH]ncc2c(=O)[nH]1	2	-4	6	9
-4	0	-4	5	-0.5	Cc1cc(C)n(CC(C)C(=O)O)n1 (centres undefined)	0	2	3	-8
6	-11	-6	-10	-1.3	COc1ccc(C2=Nn3c(nnc3-c3ccccc3OC)SC2)cc1OCC1CC1	2	4	-3	12
13	3	4	-14	-2.0	COc1ccc([N+](=O)[O-])cc1NC(=O)CS(=O)(=O)c1ccc(C)cc1	9	2	12	-7

# Reprinted at random: four entries already listed, in no set order.
CHRM1 PAM	CHRM5 agonist	CHRM5 PAM	M1 antag	CRFBP-R2 agonist	compound	CHRM4 agonist	CHRM4 antagonist	CHRM5 antagonist	M4 PAM
-1	0	2	2	-5.2	O=C1NC(=Nc2ccccc2)c2ccc([N+](=O)[O-])cc21	0	-1	-1	7
-3	-3	-24	8	-2.6	CCC1CCC/C1=N\NC(=O)c1ccc(Cl)cc1 (centres undefined)	22	6	28*	-21
8	4	5	-4	1.1	O=C(O)c1ccc(S(=O)(=O)NC2CCCCC2)cc1	0	5	-4	1
-2	3	-4	3	-2.3	CC1CC(=O)c2cnc(N3CCOCC3)nc2C1 (centres undefined)	1	-3	-5	4

# The listing continues:
CHRM1 PAM	CHRM5 agonist	CHRM5 PAM	M1 antag	CRFBP-R2 agonist	compound	CHRM4 agonist	CHRM4 antagonist	CHRM5 antagonist	M4 PAM
2	3	-3	-5	-0.3	O=C(COc1ccc2ccc(=O)oc2c1)N1CCN(c2ccc(F)cc2)CC1	6	-5	0	-1
4	-3	4	-9	0.1	Cc1ccc(-n2nc(C)c(C(C)(O)C(F)(F)F)c2N)cc1 (centres undefined)	1	-19	0	7
-9	7	-1	17	-0.7	Cc1ccc(NS(=O)(=O)c2cccc(C(=O)NCc3ccccn3)c2)cc1	6	-5	-2	1
9	-2	0	-4	-3.5	Cc1csc(SCC(=O)Nc2ccc(CC#N)cc2)n1	1	8	1	0
0	-11	3	-18	-2.2	COc1ccc(N2CCN(C(c3cc(OC)ccc3OC)c3nnnn3Cc3ccco3)CC2)cc1 (centres undefined)	1	-13	-6	1
3	0	7	-12	1.9	O=C(CSc1nccc(-c2ccc(Br)cc2)n1)NCCc1ccccc1	4	-9	-14	-1
4	-4	1	-5	-1.5	COc1ccccc1C(=O)Nc1ccc2c(c1)OCCO2	1	-3	0	10
-5	3	-5	10	3.0	Cc1c(NS(=O)(=O)c2cccc(C(=O)NCc3ccco3)c2)c(=O)n(-c2ccccc2)n1C	1	6	-2	5
-7	-1	0	14	2.6	Cc1cc(C)cc(N=Cc2c(O)c3ccccc3oc2=O)c1	1	6	5	-5
7	-1	4	-7	-0.1	O=C(Nc1nnc(-c2ccncc2)o1)C1CCCCC1	0	0	-2	1
7	-2	-3	-12	-4.4	CCOc1ncccc1C(=O)OCC(=O)N1CCN(S(=O)(=O)c2ccccc2)CC1	2	-6	3	14
3	4	15	-6	-0.8	Cc1ccccc1C(=O)Nc1ccc2c(c1)OCCO2	1	0	-2	3
1	-9	4	-1	-1.1	C/C(=N\NC(=O)c1cccc(Cl)c1)c1cccc(NC(=O)C(C)C)c1	0	10	5	-2
13	0	0	-14	-0.6	COc1ccc(S(=O)(=O)NNC(=O)Nc2ccc(F)cc2F)c(OC)c1	1	3	10	6
5	-6	-3	-3	2.5	CCCn1nc(C(=O)Nc2ccc(S(=O)(=O)Nc3nccs3)cc2)c2ccccc2c1=O	0	-4	2	2
8	4	-4	-2	-1.2	CNS(=O)(=O)c1cccc(C(=O)OCC(=O)N2c3ccccc3NC(=O)C2(C)C)c1	5	-2	14	16
-8	-6	-9	11	0.8	COc1ccc(/C=N/NC(=O)c2ccccc2OC)cc1COc1ccccc1[N+](=O)[O-]	8	6	17	-7
-2	4	5	-5	-0.6	CCC(C)(C)NC(=O)CN(C(=O)CCC(=O)Nc1nccs1)c1cccc(C)c1C	0	-14	-2	-1
19	-19	9	-29	1.0	CCOc1ccccc1CN1CCN(CC2CC2)CC1CCO (centres undefined)	0	1	4	4
12	-5	-3	-12	0.3	CCOC(=O)C1=CN(C)C=C(C(=O)OCC)C1c1ccsc1	-4	-7	0	21
7	-5	-2	-5	-0.6	COc1ccc(C(=O)NCC(=O)N2CCN(c3ccc(Cl)cc3)CC2)cc1	1	-1	4	-5
-1	2	-11	2	-2.5	COC(=O)Cn1cnc2c(nnn2-c2ccc(OC)cc2)c1=O	19	-3	14	-9
25	2	4	-9	4.0	O=C(O)CCNc1ccc(NCCC(=O)O)c2c1C(=O)c1ccccc1C2=O	2	-9	8	6
5	-2	-6	-4	2.4	COC(CNC(=O)C1CCCN1C(=O)OCc1ccccc1)OC (centres undefined)	1	2	7	8
-7	-1	3	4	.	CSc1ccc(OC2(C)CCN(Cc3ccc(C(C)C)cc3)C2)cc1 (centres undefined)	0	-12	-6	-6
6	2	-3	-4	-3.9	C=CCNC(=S)N1CCC(C(=O)c2ccc(C)cc2)CC1	3	-10	9	9
9	0	4	-11	0.4	Cc1ccc2occ(C3N[C@H](C(=O)O)CS3)c(=O)c2c1 (some centres undefined)	0	-1	4	11
14	-4	-7	-12	1.1	Cn1ncc(Cl)c1C(=O)NCC1CCCO1 (centres undefined)	0	-2	14	-1
9	1	0	-8	-0.3	O=C(Nc1cc(C(F)(F)F)ccc1-n1cncn1)C1CC1	1	-5	3	6
-1	-2	-4	-2	0.0	COc1ccc(Cc2noc(CN3CCCC(OCc4ccccn4)C3)n2)cc1OC (centres undefined)	3	0	8	-2
-8	-24	-13	9	0.1	CCOC(=O)N1CCC(N2CCN(c3ccccc3)CC2)CC1	0	11	13	-8
16	3	-8	2	.	CC1(C(=O)NS(=O)(=O)C2CC2)CCN(C(=O)c2cc3ccccc3s2)C1 (centres undefined)	1	-9	4	3
1	-4	-5	1	-0.7	O=C(c1cc(-c2ccc(F)cc2)on1)N1CCCCCC1	0	-1	16	-6
2	1	2	8	-0.4	Cc1csc(NC(=O)CSc2nc3[nH]c(=O)cc(O)c3s2)n1	1	3	4	-3
14	-1	-7	-15	1.2	COCCC1CCCCN1C(=O)c1ccc(OC)c(OC2CCN(C(C)=O)CC2)c1 (centres undefined)	1	3	10	0
-11&0	0&0	3&3	0&-16	0.1&-1.5	Clc1ccc2nsnc2c1NC1=NCCN1	0&2	-8&-4	-6&-7	-3&-3
-7	-11	-8	4	-0.1	CCN(CC)Cc1csc2ccc(Br)cc12	0	-1	-4	-9
15	-6	0	-28	-0.1	O=C(COc1ccc(Br)cc1)NN1C(=O)c2ccccc2C1=O	0	8	7	-2
12	-4	-4	-12	1.6	COc1cccc(/C=N/Nc2nccnc2Cl)c1O	1	-2	3	-1
-2	-5	0	12	-6.5	Cc1ccc(S(=O)(=O)N2CCOCC2)cc1C(=O)NC(=S)N1CC(C)CC(C)C1 (centres undefined)	2	1	4	-15
7	-8	7	-10	-0.9	COc1ccccc1CC(=O)N(CCC#N)CCC#N	0	1	3	7
11	2	-10	-12	-0.6	CC(=O)Nc1ccc(-c2csc(NC(=O)CN3C(=O)NC4(CCCC4)C3=O)n2)cc1	0	-3	10	6
-4	3	-15	4	0.2	CCOC(=O)c1sc(NC(=O)CSCc2c(C)noc2C)nc1C	1	8	3	-3
9	-2	2	-5	-2.8	COc1ccc(C2(CN(C(C)=O)C(C)=O)CCCC2)cc1OC	1	4	-4	-3
-2	0	-2	6	-1.2	Cc1cc(C(=O)OCC(=O)NCCCN2CCCC2=O)c2ccccc2n1	2	-9	-1	-2
-1	-5	-2	0	2.2	Cc1cccc(C)c1NC(=O)Cn1nnc(-c2ccc(CN3CCC(C)CC3)cc2)n1	1	6	12	-8
-18	-8	-7	28	0.8	COc1cccc(-c2ccc(NC(=O)C3CCCN(Cc4cnc(C)n4C)C3)cc2)c1 (centres undefined)	7	22	1	-14
-1	0	-5	10	-0.9	Fc1ccc(C2=NN(c3ccccc3)C(c3ccco3)C2)cc1 (centres undefined)	-1	-4	6	-3
0	-1	5	-19	-1.2	O=c1cc(-c2ccccc2)[nH]n1-c1nc2ccccc2[nH]1	1	-5	1	5
7	-3	2	-8	0.8	COc1ccc(NC(=O)CN(C)C(=O)Cc2ccc3c(c2)CCC3)cc1	1	-2	-4	4
-9	1	-6	17	-1.1	COc1ccc(-c2cc3nc(-c4ccccc4)cc(N4CCN(C(=O)c5ccoc5)CC4)n3n2)cc1	10	6	7	-8
-6	3	-4	7	0.3	C#CCOCCOCCOCCNc1nc(N2CCN(C(=O)[C@H](CCCCN)n3cc([C@@H](N)CC(C)C)nn3)CC2)nc(N2CCN(C(=O)[C@H](Cc3cc4ccccc4[nH]3)n3cc([C@@H](N)Cc4ccc(O)cc4)nn3)CC2)n1	0	5	6	10
9	3	-3	-11	-2.8	Cc1ccc(NC(=O)CSCC(=O)OCc2cc(=O)oc3cc(O)ccc23)c(C)c1	4	3	1	4
.	0	-2	.	.	Nc1nc2ccc(Cl)cc2cc1C(=O)NCCCN1CCOCC1	4	-19	-1	4
-6	5	-6	14	2.5	Cc1ccc(S(=O)(=O)N2CCOC23CCN(C(=O)c2ccc(Cl)cc2Cl)CC3)cc1	16	12	0	-15
-1	0	-16	2	2.0	O=C(NCCNC(=O)c1cc(OCC(F)(F)F)ccc1OCC(F)(F)F)Nc1cccc(C(F)(F)F)c1	5	-1	25	-7
-5	-1	-14	-12	0.8	NC(=O)c1oc2ccccc2c1NC(=O)c1ccccc1	6	4	6	-4
0	-3	1	-5	-1.2	Cc1ccc(C)c(S(=O)(=O)NCCCn2ccnc2)c1	1	10	1	2

# Compound activity from PubChem BioAssay.
